# PfHsp90 set2: reduces growth (ATP signal) of yeast expressing P. falciparum Hsp90. S. cerevisiae expressing PfHsp90, BacTiter-Glo ATP, 48 h; yeast lacking PDR1 and PDR3 efflux regulators. inhibition, % at 9.4 µM. actives 0.32% (n = 310,000). AID 504621;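 active means every replicate shows inhibition above about 80%, whatever the replicate mean, limit read from the data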;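 further: 0% = DMSO neutral controls and 100% = 20 µM radicicol positive controls; yeast relying on Plasmodium falciparum Hsp90 in place of its own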
# PvdQ acylase: P. aeruginosa PvdQ acylase inhibition; AID 488965; inhibition, % at 10 µM; purified PvdQ acylase, fluorescence plate reader; actives 0.063% (n = 340,000); in the data active means inhibition above about 30%, passing the limit was not always enough;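 further: 0% = vehicle neutral wells and 100% = reference inhibitor wells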
# NSD2 inh: NSD2 (human) methyltransferase inhibition; AID 743445; NSD2 peptide methylation, AlphaScreen, 120 min; actives 0.54% (n = 310,000); O96028; inhibition, % at 12.5 µM; in the data active means inhibition above about 50%
# CDK5 p35 inh: inhibitors of human CDK5/p35 kinase. Q00535+Q15078. Recombinant CDK5/p35, ADP-Glo luminescence, 60 min. inhibition, % at 10 µM. actives 0.01% (n = 330,000);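 active means highest replicate inhibition of at least 50% and at least 75% of replicates reaching 50%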;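 further: plate controls were DMSO neutral control for no effect and GW8510 at 10 µM for full effect; many of its hits are not listed in these tables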
# LANA DNA inh: KSHV C-LANA DNA binding inhibition. AID 504423. inhibition, % at 9 µM. MBP-C-LANA/FAM-LBS DNA binding, fluorescence polarization. actives 0.078% (n = 340,000);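 active means highest replicate inhibition at or above 60% at 9 µM, even if other replicates fall short; inactive means all replicates below 60% inhibition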;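 further: 0% = neutral control wells and 100% = 4 µM acridine orange control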
# cardiac RTF act: increases calcium sensitivity of human cardiac regulated thin filaments | IANBD-labeled TnC RTF fluorescence at EC20 calcium; 0% EC20 calcium, 100% full calcium | activation, % at 7.2 µM | actives 0.24% (n = 340,000) | AID 493008;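 active means activation above the mean over all tested compounds plus 3 SD, cut at about 30% in these data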;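 further: rise in fluorescence read as greater calcium sensitivity of cardiac thin filaments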
# Cardiac RTF inh: cardiac RTF calcium desensitization; IANBD-labeled cardiac RTF, Ca2+ fluorescence; inhibition, % at 7.15 µM; actives 0.12% (n = 340,000); AID 493244;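 active means inhibition above the mean inhibition of all tested compounds plus 3 SD, cut at about 17% in these data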;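 further: assay run at fixed EC70 calcium of 1.6 mM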
# dFosB act: enhances mouse delta FosB homodimer DNA binding; P13346; purified delta FosB, TAMRA-CDK5 oligo fluorescence polarization; percent of positive-control signal above neutral wells; activation, % at 25 µM; actives 0.99% (n = 340,000); AID 493131;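 active means mean activation above about 17%, with every replicate also reaching it, limit read from the data, passing the limit was not always enough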;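 further: fluorescence polarization rise as delta FosB binds a TAMRA Cdk5 AP-1 oligo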
# Target sequence (P13346 whole entry, looked up): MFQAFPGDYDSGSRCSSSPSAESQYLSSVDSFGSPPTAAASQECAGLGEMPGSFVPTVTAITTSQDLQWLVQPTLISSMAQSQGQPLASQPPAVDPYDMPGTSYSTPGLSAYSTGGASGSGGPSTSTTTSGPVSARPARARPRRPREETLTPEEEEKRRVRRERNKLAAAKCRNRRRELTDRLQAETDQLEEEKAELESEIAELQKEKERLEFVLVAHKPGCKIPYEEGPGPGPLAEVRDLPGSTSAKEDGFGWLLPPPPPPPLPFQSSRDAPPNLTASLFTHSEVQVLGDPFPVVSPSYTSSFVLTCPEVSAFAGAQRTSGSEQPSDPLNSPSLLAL
# Keap1-Nrf2 PPI: Keap1-Nrf2 (human) interaction inhibition; Q14145; Keap1 Kelch-Nrf2 peptide fluorescence polarization, 1536-well; inhibition, % at 9.4 µM; actives 0.15% (n = 340,000); AID 504523; in the data active means inhibition above about 12%;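 further: human Keap1 Kelch domain with fluorescein labeled Nrf2 9mer peptide probe; 0% = neutral control wells and 100% = peptide positive control; higher means more block of Keap1 binding to Nrf2 peptide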
# Target sequence (Q14145 whole entry, looked up, the tested form may be a part): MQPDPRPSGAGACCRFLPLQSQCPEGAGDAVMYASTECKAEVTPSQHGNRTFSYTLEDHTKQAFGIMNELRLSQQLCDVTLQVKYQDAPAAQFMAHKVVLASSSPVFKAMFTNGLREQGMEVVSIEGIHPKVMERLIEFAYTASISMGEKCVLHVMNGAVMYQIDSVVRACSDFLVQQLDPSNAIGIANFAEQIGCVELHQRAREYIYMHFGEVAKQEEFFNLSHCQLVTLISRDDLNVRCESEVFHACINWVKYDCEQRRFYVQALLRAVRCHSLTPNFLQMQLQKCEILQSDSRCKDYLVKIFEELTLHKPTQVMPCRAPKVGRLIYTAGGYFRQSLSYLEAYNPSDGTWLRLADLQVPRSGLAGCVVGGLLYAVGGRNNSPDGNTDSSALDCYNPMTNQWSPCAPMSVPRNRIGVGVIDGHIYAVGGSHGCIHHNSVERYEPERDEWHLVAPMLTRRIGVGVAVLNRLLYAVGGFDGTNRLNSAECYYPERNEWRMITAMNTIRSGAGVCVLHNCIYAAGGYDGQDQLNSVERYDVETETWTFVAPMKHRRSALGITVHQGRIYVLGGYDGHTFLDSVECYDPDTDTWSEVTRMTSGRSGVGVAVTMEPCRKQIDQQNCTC
# SUMO Mot1 rescue: inhibitors of SUMOylation pathway: yeast Mot1-301 growth rescue; S. cerevisiae Mot1-301 growth rescue, ATP luminescence, 38.5C; percent above DMSO median, 100 means doubled; growth rescue, % at 18.8 µM; actives 1% (n = 320,000); AID 2716;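 active means every valid replicate shows activation above 250% relative to neutral control wells; inactive means the rest, any valid replicate at or below 250%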;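 further: OY570 slx delta 5 strain wells were the positive control but not used for scaling; some compounds called inactive have numbers as strong as hits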
# Rtt109 Vps75: blocks Candida albicans Rtt109/Vps75 acetyltransferase activity. Q5AAJ8. purified Rtt109/Vps75, ThioGlo CoA-SH fluorescence, 4 h. inhibition, % at 34.9 µM. actives 0.16% (n = 330,000);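 active means inhibition of at least 50% in every replicate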
# * = called active by the depositor; i = inactive; . = not tested or not shown.
SMILES,PfHsp90 set2,PvdQ acylase,NSD2 inh,CDK5 p35 inh,LANA DNA inh,cardiac RTF act,Cardiac RTF inh,dFosB act,Keap1-Nrf2 PPI,SUMO Mot1 rescue,Rtt109 Vps75
Cc1ccc(-c2nc(CN3CCCCC3CCN3CCCC3=O)c(C)o2)o1 (configuration not stated),3,-4,0,-0.7,-1.0,2,-7,-1,-2,-18,10
CCCNC(=O)C(NS(=O)(=O)c1cccc2nsnc12)c1ccccc1 (configuration not stated),0,3,3,-1.9,-0.1,-7,5,-1,1,4,1
CC(=O)C[C@@H](O)CC(=O)[C@@H]1OC(=O)CCCCCCc2ccccc21,-26,-14,.,0.6,0.6,14,-11,5,0,13,-16
O=C(Nc1cccc(C(F)(F)F)c1)C1CCCN1S(=O)(=O)c1cccc2cccnc12 (configuration not stated),.,-17,.,-3.0,-1.9,2,-9,-8,1,7,0
CC(C)Cc1nnc(NC(=O)CCc2c[nH]c3ccccc23)s1,-1,1,.,-3.4,0.6,1,6,-9,-2,228,2
CCOc1cc(/C=N/N2C(=O)NC3(CCCCC3)C2=O)cc(Br)c1O,-24,3,-3,0.5,1.0,0,2,0,-3,47,.
COc1ccc(Cl)cc1NC(=O)CCN1CCN(c2ccccc2C)CC1,25,-10,0,-0.2,1.2,5,-11,-1,1,25,4
CC(=O)Nc1ccccc1NC(=O)CN(C)S(=O)(=O)c1ccc(C)cc1,11,3,-1,-1.6,1.1,4,3,-7,-3,-8,-17
CC(C)C(C(=O)OCC(=O)c1cccc([N+](=O)[O-])c1)N1C(=O)[C@@H]2[C@H]3CC[C@H](C3)[C@@H]2C1=O (some centres not stated),14,-8,1,-1.4,-0.6,-6,-5,-6,-2,-7,-17
COc1ccc(NS(=O)(=O)c2cccc(N3CC(O)=C(c4ccccc4)C3=N)c2)cc1,-15,-6,-1,0.0,-0.7,-3,5,4,2,5,4
CCOc1ccc(S(=O)(=O)N2CCN(C(=O)c3oc4ccccc4c3C)CC2)cc1,-16,11,-1,0.4,0.0,-6,0,-14,3,.,6
CSc1ccc(CNC(=O)C(C)n2nc(C)c3c(C)n(-c4ccccc4)nc3c2=O)cc1 (configuration not stated),-11,-14,2,0.0,0.4,-2,-3,-2,-4,-5,13

# Copied from the entries so far, 2 compounds:
SMILES,PfHsp90 set2,PvdQ acylase,NSD2 inh,CDK5 p35 inh,LANA DNA inh,cardiac RTF act,Cardiac RTF inh,dFosB act,Keap1-Nrf2 PPI,SUMO Mot1 rescue,Rtt109 Vps75
O=C(Nc1cccc(C(F)(F)F)c1)C1CCCN1S(=O)(=O)c1cccc2cccnc12 (configuration not stated),.,-17,.,-3.0,-1.9,2,-9,-8,1,7,0
CC(C)Cc1nnc(NC(=O)CCc2c[nH]c3ccccc23)s1,-1,1,.,-3.4,0.6,1,6,-9,-2,228,2

# More entries follow.
SMILES,PfHsp90 set2,PvdQ acylase,NSD2 inh,CDK5 p35 inh,LANA DNA inh,cardiac RTF act,Cardiac RTF inh,dFosB act,Keap1-Nrf2 PPI,SUMO Mot1 rescue,Rtt109 Vps75
CCN(CC)CCCn1c2c(c(SCC(=O)Nc3cccc(C(C)=O)c3)nc1=O)CCC2,2,11,21,7.3,0.0,-2,-3,-10,-3,246,11
O=C(O)c1ccc2c(c1)C(=O)N(c1ccc(/C=C/C(=O)c3ccccc3)cc1)C2=O,13,-8,16,1.5,3.0,-4,0,-6,-1,0,-37
COc1ccc(OCCSc2ccc(S(=O)(=O)N3CCCC3)cn2)cc1,-25,-4,-3,-0.7,0.3,-5,-4,-10,3,40,3
O=C(Nc1ccnn1C1CCN(Cc2cccc(O)c2)CC1)C1CCCC1,-2,-5,8,3.0,-0.3,-8,2,-3,3,-23,1
COc1ccc([N+](=O)[O-])cc1N1C(=O)c2cccc3cccc(c23)C1=O,-20,-11,-3,-0.3,-0.4,9,-3,1,-2,-18,23
CC(=O)/C(C#N)=C1\NC(=O)C(Cc2ccccc2Cl)S1 (configuration not stated),13,3,-46,-0.7,2.7,-5,5,-7,0,2,-5
COc1ccc(C2N(C(=O)c3ccccc3)CCN2C(=O)c2ccccc2)cc1,-17,-2,.,0.0,0.4,1,3,-2,4,41,.
Cc1cccc(NC(=O)CCS(=O)(=O)c2cccc3nsnc23)c1C,.,7,-3,-0.9,-0.1,1,-9,2,-3,453,-3
CC(C)(C)[C@H]1C=C(C(=O)N2CCN(Cc3ccccc3)CC2)O[C@@H](OCCCCO)C1,6,-8,.,2.4,-1.0,-2,0,2,-4,38,-2
O=[N+]([O-])c1cccc(/C([O-])=C(/C(=S)Nc2ccccc2)[n+]2ccccc2)c1,8,-11,1,-3.0,0.3,1,3,-2,-5,13,3
O=C(NCCCN1CCOCC1)c1cc(-c2cccc(O)c2)on1,-22,-5,-1,-0.3,-3.5,3,6,-6,1,0,4
CC(C)CC(c1nnnn1C1CCCC1)N1CCC(C(N)=O)CC1 (configuration not stated),16,-1,2,-0.5,-0.6,2,-7,-12,0,2,-2
COC(=O)c1ccc2c(=O)n(CCCCCC(=O)N3CCN(c4ccc(F)cc4)CC3)c(=O)[nH]c2c1,.,-9,7,1.7,1.0,6,-4,-8,-4,-8,5
O/N=C/c1ccc(OCC(O)COc2ccc(/C=N/O)cc2)cc1,-4,-18,0,0.8,-1.5,6,3,-8,-3,-8,-12
CCn1c(SCC(=O)Nc2nccs2)nnc1-c1ccccc1,2,8,-1,-0.4,0.8,1,3,-4,0,4,-6
CC(C)OC(=O)c1ccc(NC(=O)C2C3CC4OC(=O)C2C4C3)cc1 (configuration not stated),-8,6,-2,-0.6,-0.5,-1,-4,-1,-3,-12,2
CCOC(=O)CC(=O)CSc1nc2ccc(OC)cc2cc1C,-16,3,0,1.8,-2.6,6,-5,-5,-1,231,1
CCOC(=O)C1CCCN(c2c(N3CCN(c4cccc(Cl)c4)CC3)c(=O)c2=O)C1 (configuration not stated),-17,1,.,1.2,1.0,1,-2,-6,-1,5,5
CC1(C)OC(=O)C=C[C@]2(C)[C@H]3CC[C@@]4(C)[C@H](c5ccoc5)OC(=O)[C@H]5O[C@]54[C@]3(C)C(=O)C[C@@H]12,-19,-7,.,-0.1,1.4,1,-9,-2,-5,-8,12
O=C(O)c1cc(N/N=C/c2ccc(-c3ccccc3)cc2)ccc1Cl,-29,-7,12,-2.0,-1.4,-4,-1,-4,-6,130,2
CCc1ccc(CNc2ccc3c(c2)ncn3C)cc1,-25,7,12,1.6,-0.2,-1,14,-4,2,.,-2
CCOC(=O)c1cnc2c(Cl)c(Cl)ccc2c1N1CCN(C)CC1,-4,-10,.,0.6,1.1,0,-13,-16,5,301,8
O=c1n(-c2ccc(Br)cc2)cnn1-c1ncccc1[N+](=O)[O-],27,-14,0,0.7,-0.8,8,-8,-1,-2,i,-8
Cc1cccc(N(CC(=O)O)CC(=O)O)c1,-26,-8,3,-1.1,-0.6,-1,-17,-2,-6,-1,-1

# Whole records, looked up by structure.
# `CC1(C)OC(=O)C=C[C@]2(C)[C@H]3CC[C@@]4(C)[C@H](c5ccoc5)OC(=O)[C@H]5O[C@]54[C@]3(C)C(=O)C[C@@H]12` is listed with PfHsp90 set2 = -19; PvdQ acylase = -7; NSD2 inh = .; CDK5 p35 inh = -0.1; LANA DNA inh = 1.4; cardiac RTF act = 1; Cardiac RTF inh = -9; dFosB act = -2; Keap1-Nrf2 PPI = -5; SUMO Mot1 rescue = -8; Rtt109 Vps75 = 12
# `COC(=O)c1ccc2c(=O)n(CCCCCC(=O)N3CCN(c4ccc(F)cc4)CC3)c(=O)[nH]c2c1` is listed with PfHsp90 set2 = .; PvdQ acylase = -9; NSD2 inh = 7; CDK5 p35 inh = 1.7; LANA DNA inh = 1.0; cardiac RTF act = 6; Cardiac RTF inh = -4; dFosB act = -8; Keap1-Nrf2 PPI = -4; SUMO Mot1 rescue = -8; Rtt109 Vps75 = 5

# An excerpt from above in order of the CDK5 p35 inh value, rising.
compound,CDK5 p35 inh
COc1ccc(OCCSc2ccc(S(=O)(=O)N3CCCC3)cn2)cc1,-0.7
COc1ccc(Cl)cc1NC(=O)CCN1CCN(c2ccccc2C)CC1,-0.2
COc1ccc(NS(=O)(=O)c2cccc(N3CC(O)=C(c4ccccc4)C3=N)c2)cc1,0.0

# The listing continues.
SMILES,PfHsp90 set2,PvdQ acylase,NSD2 inh,CDK5 p35 inh,LANA DNA inh,cardiac RTF act,Cardiac RTF inh,dFosB act,Keap1-Nrf2 PPI,SUMO Mot1 rescue,Rtt109 Vps75
CCOC(=O)c1[nH]c(C)c(/C(O)=C2\C(=O)C(=O)N(CCN3CCOCC3)C2c2ccco2)c1C (configuration not stated),6,-5,-2,1.0,1.4,3,-5,7,2,-3,13
C[C@H](CO)N1C[C@H](C)[C@@H](CN(C)C(=O)NC2CCCCC2)Oc2c(NS(=O)(=O)c3ccc(F)cc3)cccc2C1=O,-10,-8,.,-1.3,-3.3,0,7,-1,-9,16,-1
CC(=O)N(Cc1cc2ccccc2[nH]c1=O)c1ccc(C)cc1,-22,-7,17,0.2,-0.9,7,-3,-9,1,-25,5
C/C(=N\NC(=O)CN(c1ccc(Oc2ccccc2)cc1)S(C)(=O)=O)C(C)(C)C,4,-1,-1,-0.5,1.2,-4,7,-14,-4,-17,.
Cc1ccc(NC(=O)N2CCC(O)(c3ccc(Cl)cc3)CC2)cc1,.,-6,1,-3.2,-1.5,1,-6,-1,1,-6,-5
CCOC(=O)CSc1nc(CC)nc2ccccc12,.,-10,0,-3.2,-1.8,4,-14,0,-5,-5,-2
C=CCNC(=O)c1ccc(-c2nc3ccccc3nc2-c2ccccc2)cc1,-14,-5,-4,-0.5,-0.6,1,3,-20,-4,-22,0
Cc1ccc(-c2cc(O)cc3sc(=O)oc23)cc1C,-50,-18,-4,-2.1,-1.6,3,-8,-6,-7,33,-4
Cc1ccc(-n2cc(CNCCCN3CCCC3=O)c(-c3ccc(F)cc3)n2)cc1,-9,-18,4,1.8,-1.2,-1,3,-9,-4,-16,1
CC1CCC(NC(=O)C(NC(=O)c2ccccc2)C(C)C)CC1 (configuration not stated),-3,10,-2,1.1,-1.2,8,-5,-8,-3,-8,24
O=C1CCCN1S(=O)(=O)c1ccccc1,-16,-7,2,-0.4,-0.2,-1,0,-2,-2,-7,-2
Cc1ccc(O)c(CC(C)C)n1,-7,-6,-1,0.0,-0.5,1,-8,7,1,-2,0
CCCCCCn1cc(C(=O)O)c(=O)c2cc(F)c(N3CCCCC3)cc21,1,12,2,0.1,0.2,-5,9,-9,-2,-2,21
O=C(NC1CCCC1)C(c1ccccn1)N(C(=O)c1csnn1)C1CCCCC1 (configuration not stated),5,-1,0,0.3,0.1,0,6,-1,0,.,9

# Screening data from PubChem BioAssay.
